Screens: PubChem BioAssay, several laboratories
Y pestis TopoI: Yersinia pestis topoisomerase I inhibitors, primary screen, biochemical, cleavage product accumulation, plate reader, single point; Y. pestis Topo-I cleavage product accumulation; DNA topoisomerase I (Yersinia pestis CO92); 0.064% of 360,000 active; activity, % at 10 µM; in the data active means activity above about 50%, passing the limit was not always enough; inconclusive means no clear call, values can overlap the other calls; further: inactives centre near 2
PrPC surface inh: inhibitors of human cell surface prion protein PrPC, primary screen, cell-based, TR-FRET | TR-FRET read-out | Major prion protein (Homo sapiens), P04156 | inhibition, % at 13.8 µM | AID 720596, 2013 | 0.43% of 370,000 active; in the data active means inhibition above about 24%; further: 0% = median of the test wells and 100% = reference compound wells
Anthrax LF inh2: Bacillus anthracis LF protease inhibitors, primary screen, biochemical, multiplex microsphere, MLPCN library; 0.12% of 360,000 active; AID 588501, 2011; multiplex microsphere protease cleavage assay; Lethal factor (Bacillus anthracis), P15917; inhibition, % at 10 µM; further: plate controls were buffer without enzyme for full effect and enzyme alone for no effect
Target sequence (P15917 whole entry, looked up): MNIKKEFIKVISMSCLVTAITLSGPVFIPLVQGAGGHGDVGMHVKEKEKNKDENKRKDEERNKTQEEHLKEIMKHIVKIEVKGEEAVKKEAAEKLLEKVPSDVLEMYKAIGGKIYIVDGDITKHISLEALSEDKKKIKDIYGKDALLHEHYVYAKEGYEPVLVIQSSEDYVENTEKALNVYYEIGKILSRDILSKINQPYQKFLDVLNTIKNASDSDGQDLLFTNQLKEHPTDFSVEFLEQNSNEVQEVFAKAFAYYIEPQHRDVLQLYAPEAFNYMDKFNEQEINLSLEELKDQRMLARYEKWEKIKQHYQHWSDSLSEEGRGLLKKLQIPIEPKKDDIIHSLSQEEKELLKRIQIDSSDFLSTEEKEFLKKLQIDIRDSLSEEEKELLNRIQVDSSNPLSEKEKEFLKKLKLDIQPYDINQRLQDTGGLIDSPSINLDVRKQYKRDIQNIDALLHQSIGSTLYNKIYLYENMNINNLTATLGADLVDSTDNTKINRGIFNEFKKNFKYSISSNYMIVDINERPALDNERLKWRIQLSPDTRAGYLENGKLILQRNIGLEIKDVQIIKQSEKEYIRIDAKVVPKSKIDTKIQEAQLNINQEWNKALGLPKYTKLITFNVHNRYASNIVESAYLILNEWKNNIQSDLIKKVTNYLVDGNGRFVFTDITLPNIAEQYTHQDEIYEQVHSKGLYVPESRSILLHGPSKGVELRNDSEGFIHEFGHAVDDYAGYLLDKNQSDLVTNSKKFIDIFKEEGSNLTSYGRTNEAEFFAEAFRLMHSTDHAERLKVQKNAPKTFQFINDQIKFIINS
CCHF vOTU inh: CCHFV vOTU protease inhibitors, primary screen, biochemical, Pep-AMC substrate, fluorescence; Crimean-Congo hemorrhagic fever virus L polyprotein viral ovarian tumor (vOTU) protease …; inhibition, % at 11.5 µM; 0.55% of 370,000 active; AID 651958, 2012; in the data active means inhibition above about 30%; further: 0% = vehicle wells with enzyme and 100% = no enzyme wells
TcdB GH inh: TcdB glycohydrolase inhibitors, primary screen, biochemical, single point, plate reader; TcdB glycohydrolase enzymatic assay; inhibition, % at 9.99 µM; 0.24% of 350,000 active; AID 652162, 2013; in the data active means inhibition above about 10%
PfHsp40 yeast: rescue of yeast from PfHsp40 toxicity, primary screen, S. cerevisiae, ATP luminescence. S. cerevisiae expressing PfHsp40, growth rescue. growth rescue, % at 12.5 µM. 0.68% of 340,000 active. AID 504582, 2011; in the data active means growth rescue above about 28%, passing the limit was not always enough; inconclusive means no clear call, values can overlap the other calls;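 further: yeast W303a lacking pdr1 and pdr3 grown in galactose medium; growth measured after three days at 30 °C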
FadD28 FP inh: inhibitors of FadD28 bisubstrate probe binding, primary screen, biochemical, fluorescence polarization, single point | inhibition, % at 12.5 µM | AID 588549, 2011 | 0.22% of 360,000 active | Mycobacterium tuberculosis FadD28 fatty-acid-AMP ligase; in the data active means inhibition above about 8.5%, passing the limit was not always enough; inconclusive means no clear call, values can overlap the other calls
BoNT A protease: BoNT/A light chain protease inhibitors, primary screen, biochemical, flow cytometry, MLPCN library; Botulinum neurotoxin type A light chain protease (Clostridium botulinum A str. ATCC 3502); multiplex microsphere protease substrate cleavage; inhibition, % at 10 µM; 0.17% of 360,000 active; further: plate controls were buffer without enzyme for full effect and enzyme alone for no effect
BoNT-F LC inh: BoNT/F light chain protease inhibitors, primary screen, biochemical, flow cytometry, MLPCN library | inhibition, % at 10 µM | Botulinum neurotoxin type F light chain protease (Clostridium botulinum) | 0.22% of 360,000 active | AID 588497, 2011 | Multiplex microsphere protease cleavage assay; in the data active means inhibition above about 35%, passing the limit was not always enough; inconclusive means no clear call, values can overlap the other calls; further: plate controls were buffer without enzyme for full effect and enzyme alone for no effect
Starred values were filed as active, the others as inactive; ? = inconclusive; . = no result given. Unless noted, no stated cut-off is given here; in the data, active means inhibition above about 30%; inconclusive means no clear call, values can overlap the other calls; inactive means below that.

SMILES | Y pestis TopoI | PrPC surface inh | Anthrax LF inh2 | CCHF vOTU inh | TcdB GH inh | PfHsp40 yeast | FadD28 FP inh | BoNT A protease | BoNT-F LC inh
CC(=O)C[C@@H](O)CC(=O)[C@@H]1OC(=O)[C@@H](C)C/C=C\Cc2ccccc21 | -4 | 3 | -2 | -10 | 0.2 | -1.6 | -1.7 | 0.1 | -1
Cc1onc(-c2c(F)cccc2Cl)c1C(=O)NNC(=O)C1CCN(Cc2cccc(F)c2)CC1 | -6 | -2 | 0 | -12 | 0.4 | 0.7 | -1.0 | 0.2 | -2
CC(=O)c1c(C)[nH]c(C(=O)CSc2nc3ccc(C)cc3[nH]2)c1C | 5 | 15 | -6 | 27 | . | 0.8 | -3.5 | -0.1 | 0
CCOc1ccc(NC(=O)COc2ccc(C(=O)NCCc3ccccc3)cc2)cc1 | 17 | -2 | -4 | -6 | 0.8 | -0.2 | -0.8 | -0.7 | -4
CCOC(=O)Cc1c(C)nc(Cc2ccc(OC(C)C)cc2)[nH]c1=O | 4 | 4 | -2 | -6 | -1.9 | 0.6 | -2.3 | 0.0 | 0
COc1cccc(CC(NC(C)=O)C(=O)NC2CCN(c3nnnn3-c3ccccc3)CC2)c1 (stereo not given) | -1 | 1 | 1 | -9 | . | -0.3 | -1.5 | -0.6 | -10
CC1(C)C(c2ccccc2)=[N+]([O-])CN1O | 2 | -3 | 0 | -1 | . | 0.8 | -3.0 | 0.4 | -2
CCC1CCCCN1CCNS(=O)(=O)c1ccc2c(c1)oc(=O)n2C (stereo not given) | -11 | -2 | -2 | -3 | -0.5 | 0.4 | 2.2 | -0.6 | -1
C#CCOCCOCCOCCNc1nc(N2CCN(C(=O)[C@H](CCC(=O)O)n3cc(C(N)Cc4ccc(O)cc4)nn3)CC2)nc(N2CCN(C(=O)[C@H](CCC(=O)O)n3cc(C(N)[C@H](C)CC)nn3)CC2)n1 (stereo not given in full) | 14 | . | -9 | . | . | 1.5 | -2.1 | -0.2 | 6
COc1ccc(C(NC(=O)c2ccc(F)cc2)c2ccccc2)cc1 (stereo not given) | 11 | -5 | 0 | 13 | 0.2 | 0.5 | -0.2 | -0.2 | -8
COc1ccc(O)c(C(=O)c2cnn(C(=O)c3cccc(S(=O)(=O)N4CCOCC4)c3)c2)c1 | -10 | 3 | 4 | -16 | -1.4 | 0.7 | -3.1 | -0.2 | -2
CSc1nc2ccc(S(=O)(=O)NC3CCCCC3)cc2s1 | 0 | 8 | . | 3 | . | 7.4 | 0.5 | . | .
COc1ccc(CC(=O)N2CCN(c3ccccc3)CC2)cc1 | 27 | 5 | 15 | -6 | 1.2 | -0.3 | -1.4 | 1.6 | 18
OCCC1CN(Cc2ccc3ncccc3c2)CCN1Cc1ccccc1 (stereo not given) | -12 | -7 | -6 | -2 | 0.8 | 1.9 | -3.4 | 1.1 | 3
CCCCCCn1c(N2CCN(c3ccccc3)CC2)nc2c1c(=O)n(C)c(=O)n2C | 14 | 4 | -4 | 13 | . | 2.0 | -1.0 | -0.2 | -2
CCN1CCN(S(=O)(=O)c2ccc3ccccc3c2)CC1 | 1 | . | -2 | . | 0.3 | 0.1 | -3.1 | -0.6 | -9
CC1OC(C(C)(C)C)Cc2[nH][nH]c(=O)c21 (stereo not given) | . | -2 | 6 | -2 | 1.2 | . | . | -1.0 | 3
Cc1cc(C)n(-c2nc(NCCN(C)C)c3c4c(sc3n2)COC(C)(C)C4)n1 | -3 | -12 | ? | -7 | 1.3 | . | -4.9 | 0.7 | 29
CCc1cc2cc3c(cc2nc1SCC(=O)N1CCN(C(=O)c2ccco2)CC1)OCO3 | -3 | -9 | -4 | 7 | . | 0.0 | -2.6 | 2.5 | 8
Cc1cc(S(=O)(=O)N(Cc2ccc(F)cc2)CC2CCCO2)ccc1-n1cnnn1 (stereo not given) | 10 | 0 | 1 | 5 | 0.9 | 1.6 | -6.0 | -0.2 | -7
Cc1ccc(C(=O)N2CCN(c3ccc([N+](=O)[O-])c(N4CCOCC4)c3)CC2)cc1 | 20 | -11 | -3 | 3 | -1.4 | -0.6 | -4.8 | -0.2 | -4
Cc1ccc(NCc2n[nH]c(=S)n2-c2cccc(Cl)c2)cc1 | -6 | -4 | -2 | 13 | -0.5 | -0.7 | -0.5 | -0.3 | 0
Cn1c(C(=O)Nc2ccc(Cl)cc2)cc2cc(Cl)ccc21 | -1 | 0 | -2 | 2 | 0.5 | -2.0 | -0.2 | 0.2 | 6
CS(=O)(=O)NCCNc1cc(Cl)ccc1[N+](=O)[O-] | -9 | -35 | 2 | 15 | 1.7 | -0.6 | -0.4 | -0.2 | 1
COc1cc2c(cc1NC(=O)c1cccc([N+](=O)[O-])c1C)oc1ccccc12 | 8 | . | -1 | . | 1.4 | -1.3 | 0.1 | -0.7 | -6

Next records:
SMILES | Y pestis TopoI | PrPC surface inh | Anthrax LF inh2 | CCHF vOTU inh | TcdB GH inh | PfHsp40 yeast | FadD28 FP inh | BoNT A protease | BoNT-F LC inh
O=C(CN1CCN(c2ccccc2F)CC1)NCc1ccccc1 | 0 | 2 | -11 | -3 | -3.5 | -2.6 | 0.7 | 0.8 | 14
CCc1nc(C)cn1S(=O)(=O)c1ccc(Br)cc1 | -5 | -2 | -17 | -6 | 0.0 | -0.7 | -0.1 | -10 | -10
CCCCSc1nc2c(=O)[nH][nH]c(=O)c2n1Cc1ccccc1 | 2 | 6 | -7 | 4 | . | 0.8 | 1.1 | -1.4 | -10
O=C(NNC(=O)c1ccccc1[N+](=O)[O-])Nc1ccccc1C(F)(F)F | 4 | -4 | -2 | -1 | 0.3 | 0.4 | -0.7 | -0.5 | -4
O=C(N/N=C/c1ccc(OCc2ccccc2)cc1)c1ccncc1 | 7 | 4 | 0 | 11 | 1.0 | 0.2 | -1.8 | -0.1 | -7
Cc1ccc2nc(-c3ccccn3)c(N)n2c1 | . | 4 | -12 | 4 | 0.0 | . | -3.2 | -1.9 | -32
CC1(C(=O)Nc2ccc3[nH]ncc3c2)CCN1C(=O)C1(c2ccccc2)CC1 (stereo not given) | 4 | -4 | -8 | -13 | -1.5 | . | -1.5 | 0.0 | 6
Cc1ccc(-c2cn(CCC(=O)O)c(-c3ccc(Cl)nc3)n2)cc1 | 0 | 5 | -3 | 4 | 0.8 | -1.9 | 4.2 | -0.2 | 0
CN1CCC(NC(=O)NC2CCCCC2)CC1 | 5 | -2 | -3 | 7 | -3.8 | -2.0 | -4.1 | 0.3 | 5
Cc1ccc(C(=O)N2CC(C)OC(C)C2)cc1[N+](=O)[O-] (stereo not given) | 6 | 2 | -1 | 8 | -0.6 | 0.1 | -1.3 | 0.4 | 1
CCOc1ccc(Cn2nnc(C(=O)Nc3ccc(OC)cc3OC)c2N)cc1 | 1 | 9 | 4 | 13 | -12 | 0.5 | -2.4 | -0.5 | -3
Cc1ccc(-c2ccc(/C=N/NC(=O)CN3CCCC3)o2)cc1Cl | 4 | -11 | -6 | -2 | . | 0.0 | -2.0 | 1.3 | 3
O=C(Nc1ccc(C(O)(C(F)(F)F)C(F)(F)F)cc1)c1ccc(Cl)c([N+](=O)[O-])c1 | -20 | -11 | 0 | 8 | 4.7 | 7.7 | -9.5 | 0.4 | 3
CCN(CC(=O)Nc1ccccc1OC)C(=O)CSCc1c(C)noc1C | 6 | 0 | -1 | 14 | 1.3 | 2.1 | -1.0 | 0.0 | 0
Cc1cccc(-n2c(SCC(=O)Nc3nonc3C)nnc2-c2ccoc2C)c1 | 22 | -6 | -1 | -2 | . | -1.6 | 0.1 | -1.3 | -25
CC(C)CNC(=S)Nc1ccc(S(N)(=O)=O)cc1 | 7 | -8 | -1 | -5 | . | -1.6 | -0.2 | -0.8 | -2
CCOP(=O)(CCP(=O)(OCC)OCC)OCC.C[CH2][Sn]([Cl])([Cl])[CH2]C | 6 | 17 | -1 | 1 | -0.8 | -0.6 | -0.3 | -0.2 | -7
COc1cc(C)c(S(=O)(=O)NCc2cccs2)cc1C | 12 | 0 | -1 | 2 | . | -1.2 | -2.2 | 0.0 | -3
Cc1cccc(-c2nc(CS(=O)CC(=O)NCCc3ccc(Cl)cc3)c(C)o2)c1 (stereo not given) | 33 | -10 | -5 | 4 | 0.9 | -2.0 | -4.2 | 0.0 | 3
CCn1nc(C)c(NC(=O)Nc2cccc(Cl)c2Cl)c1C | 19 | 6 | 4 | -2 | 0.9 | 0.4 | -2.5 | -0.7 | -3
O=C(c1cc2nc(-c3cccs3)cc(C(F)(F)Cl)n2n1)N1CCCc2ccccc21 | -12 | 0 | 1 | 2 | . | 0.0 | -0.3 | 2.5 | -17
Cc1ccc(NC(=S)N/N=C2/CCCc3c(C)cc(C)cc32)cc1 | 4 | 0 | -2 | -2 | . | -0.5 | -3.4 | 0.0 | -2
COc1ccc(/C=N/n2c(=S)n(C)c3ccccc32)cc1OC | 20 | 2 | 0 | -4 | . | -1.8 | -5.9 | 0.5 | -2
CCOC(=O)NC(=O)C(=CNc1ccc(C)cc1)C(=O)NC(=O)OCC | 10 | -8 | -1 | 23 | 0.1 | -0.8 | 0.4 | -0.1 | -3
COc1ccc(-n2ncc3c2CC(C)(C)CC3NC(=O)CCn2cncn2)cc1 (stereo not given) | -5 | -2 | 0 | -8 | 1.8 | 0.4 | 0.2 | -2.8 | -3

Profiles from above.
Record of Cc1ccc(C(=O)N2CC(C)OC(C)C2)cc1[N+](=O)[O-] (stereo not given) = Y pestis TopoI = 6; PrPC surface inh = 2; Anthrax LF inh2 = -1; CCHF vOTU inh = 8; TcdB GH inh = -0.6; PfHsp40 yeast = 0.1; FadD28 FP inh = -1.3; BoNT A protease = 0.4; BoNT-F LC inh = 1
Record of O=C(CN1CCN(c2ccccc2F)CC1)NCc1ccccc1 = Y pestis TopoI = 0; PrPC surface inh = 2; Anthrax LF inh2 = -11; CCHF vOTU inh = -3; TcdB GH inh = -3.5; PfHsp40 yeast = -2.6; FadD28 FP inh = 0.7; BoNT A protease = 0.8; BoNT-F LC inh = 14

More entries:
SMILES | Y pestis TopoI | PrPC surface inh | Anthrax LF inh2 | CCHF vOTU inh | TcdB GH inh | PfHsp40 yeast | FadD28 FP inh | BoNT A protease | BoNT-F LC inh
Nc1nc2ccc(Oc3ccccc3)cc2s1 | 1 | 0 | 0 | 10 | . | 5.3 | -0.9 | -0.7 | -9
COc1ccc([C@H]2/C=C\CN(S(=O)(=O)c3ccc4ccccc4c3)[C@@H](C)C(=O)N2Cc2ccc(F)cc2)cc1 | 39 | -3 | 1 | 2 | 2.2 | 0.4 | -0.4 | -0.1 | -2
COC(=O)c1c(N)sc2c1CC(C)(C)OC2 | 4 | 2 | 0 | 6 | 1.0 | -1.2 | -3.6 | -0.5 | -7
COc1cccc(CN2C(=O)CCC2(C)C(=O)NC2CCCCCC2)c1 (stereo not given) | 7 | 6 | -2 | -3 | 0.5 | -1.4 | -0.3 | ? | 2
O=C1C(=O)c2c(ccc3ccccc23)-c2ccccc21 | -16 | -2 | -8 | -11 | -0.2 | -0.6 | -2.1 | 1.4 | 5
CC[C@@H]1CC2=C(C(=O)OC(C)(C)O2)[C@@H](CC)O1 | . | -1 | -8 | 2 | -0.5 | . | . | -0.5 | -3
COc1ccc(N(CC(=O)Nc2ccc(F)cc2)S(=O)(=O)c2ccccc2[N+](=O)[O-])c(OC)c1 | -2 | -1 | -1 | 18 | 0.8 | -0.7 | -5.8 | -0.1 | -2
CCCC1(CCC)C(=O)NC(=Nc2ccccc2)NC1=O | -2 | 3 | -1 | 2 | . | 1.9 | -0.6 | 1.0 | -4
COc1ccccc1N(CC(=O)Nc1ccccc1C(=O)NC(C)C)S(C)(=O)=O | 3 | 2 | -4 | 7 | -0.1 | -0.1 | -1.2 | 0.7 | -6
